WRN inhibitor: blocks human WRN helicase | WRN helicase unwinding, fluorescent forked duplex, kinetic | Potency, µM (doses to about 114 µM), inactives show at the highest dose activity change, negative = inhibition, actives largely listed as inhibitors | hit rate 0.46% among 360,000; note: potency is the fitted concentration of half-maximal effect; % is set by controls: 0 for no effect and ±100 for the full control effect; nearly all actives have a fitted effect of over 55% in size
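Enzyme (20 nM final) and test compound sit together 15 min at room temperature before substrate addition. Substrate is a single-forked duplex oligonucleotide (100 nM) labelled with fluorophore and quencher, with 2 mM ATP; helicase unwinding raises red fluorescence, read kinetically.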
EPAC1 antag: antagonists of human EPAC1; O95398; EPAC1 GEF assay, Rap1b-BODIPY-GDP exchange fluorescence; Potency, µM (titrated, usually from 115 µM), for inactives: top-dose activity change, negative = inhibition, actives largely listed as inhibitors; hit rate 0.14% among 360,000;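 note: potency is the fitted concentration of half-maximal effect; plate controls were vehicle for no effect and positive control for full effect; nearly all actives have a fitted effect of over 50% in size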
Abeta rescue: compounds reversing amyloid beta toxicity in yeast; yeast expressing A-beta42, growth rescue, OD600, 48 h; response scale: 0% DMSO, 100% iron-clioquinol control; Potency, µM (highest dose often 46.1 µM), for inactives: top-dose growth rescue, actives largely listed as activators; hit rate 0.063% among 410,000; AID 1347071; note: potency is the fitted concentration of half-maximal effect; nearly all actives have a fitted effect of over 55% in size
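Yeast A-beta toxicity model in growth medium with pinned compounds, 48 h at 30 C; growth read as absorbance at 600 nm. Normalized to FeCl3/clioquinol equimolar mix (positive) and DMSO (negative).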
PI5P4K alpha inh: inhibitors of human PI5P4K alpha. PI5P4Kalpha enzyme, ADP-Glo luminescence, 60 min; active compounds read low. max response, %. hit rate 1.2% among 330,000; active = max response of -50% or lower; inconclusive = between -30% and -50%; inactive = -30% or higher; note: value at the top dose of about 77 µM; % is set by controls: 0 for no effect and ±100 for the full control effect
Target sequence (P48426 whole entry, looked up): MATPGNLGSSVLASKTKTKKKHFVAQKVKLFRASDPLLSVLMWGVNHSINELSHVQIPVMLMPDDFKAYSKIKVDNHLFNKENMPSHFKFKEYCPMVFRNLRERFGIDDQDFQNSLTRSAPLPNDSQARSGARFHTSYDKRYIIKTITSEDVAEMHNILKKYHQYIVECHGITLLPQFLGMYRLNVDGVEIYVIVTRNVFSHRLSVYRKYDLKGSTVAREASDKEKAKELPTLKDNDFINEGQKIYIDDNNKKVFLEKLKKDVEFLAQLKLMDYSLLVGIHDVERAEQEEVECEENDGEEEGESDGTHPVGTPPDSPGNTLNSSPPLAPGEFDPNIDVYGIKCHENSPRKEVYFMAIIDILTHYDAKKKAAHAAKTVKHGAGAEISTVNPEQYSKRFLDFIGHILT
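ADP-Glo luminescence end-point read after a 60 min room-temperature kinase reaction of PI5P4Kalpha plus substrate, initiated with ATP at 5 microM final. Buffer: 0.038 M HEPES pH 7.4, EGTA, 0.1% CHAPS, 5% DMSO.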
PLK1 PBD block: inhibitors of human PLK1 polo-box domain binding; Plk1 PBD binding of FITC phosphopeptide, fluorescence polarization; AID 720504; hit rate 2.8% among 360,000; P53350; Potency, µM, for the others: max response, negative = inhibition, hits mostly inhibitors; note: potency is the fitted concentration of half-maximal effect; series mostly up to about 57 µM; % is set by controls: 0 for no effect and ±100 for the full control effect; nearly all actives have a fitted effect of over 65% in size
Target sequence (P53350 whole entry, looked up, the tested form may be a part): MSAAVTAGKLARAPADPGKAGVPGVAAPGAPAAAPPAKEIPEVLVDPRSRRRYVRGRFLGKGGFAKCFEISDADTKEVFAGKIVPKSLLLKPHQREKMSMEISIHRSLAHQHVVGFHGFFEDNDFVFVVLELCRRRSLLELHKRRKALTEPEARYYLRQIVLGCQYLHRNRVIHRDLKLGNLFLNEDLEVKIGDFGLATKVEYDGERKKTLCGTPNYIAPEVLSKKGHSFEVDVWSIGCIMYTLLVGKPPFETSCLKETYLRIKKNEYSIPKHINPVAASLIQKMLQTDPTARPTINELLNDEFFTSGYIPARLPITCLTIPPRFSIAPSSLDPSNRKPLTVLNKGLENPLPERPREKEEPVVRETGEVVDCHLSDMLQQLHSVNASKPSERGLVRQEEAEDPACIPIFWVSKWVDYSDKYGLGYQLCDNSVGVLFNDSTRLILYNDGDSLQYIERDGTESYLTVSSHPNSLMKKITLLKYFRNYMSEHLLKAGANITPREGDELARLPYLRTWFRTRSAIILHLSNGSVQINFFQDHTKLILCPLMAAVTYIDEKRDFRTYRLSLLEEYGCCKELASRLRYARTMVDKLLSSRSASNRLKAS
FUS suppressor: FUS proteinopathy suppression in yeast; S. cerevisiae FUS-expressing, growth rescue, OD600, 24 h; Potency, µM (top dose mostly 76.6 µM), for the others: at the highest dose growth rescue (activation), actives largely listed as activators; hit rate 0.24% among 390,000;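 note: potency is the fitted concentration of half-maximal effect; plate controls were DMSO vehicle for no effect and reference control for full effect; nearly all actives have a fitted effect of over 55% in size; some results filed as inactive show a strong effect at the top dose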
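Restored growth of FUS-toxic S. cerevisiae, read as 600 nm absorbance after 24 h at 30C in galactose medium (starting OD 0.005). Controls CP55940 and DMSO.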
IL2 activator: activates IL-2 in a cell-based reporter assay | IL-2 activation reporter assay, cell-based qHTS; stimulated with anti-CD3/CD4/CD28 beads; in transgenic mouse T cells | AID 652025 | hit rate 0.065% among 360,000 | activation, % (series mostly up to about 46 µM); in the data active = activation above about 50%; inconclusive = mostly about 30% to 49%; note: 0% is about no effect
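Screening format: compound pinned onto unstimulated transgenic mouse T cells, 60 min incubation, then anti-CD3/anti-CD4/anti-CD28 bead stimulation for 18 hours at 37 degrees C, followed by EGFP and DsRed detection.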
EPAC1 ag: agonists of human EPAC1. EPAC1 agonist qHTS, biochemical assay; response scale: 100% = response to 6.5 mM cAMP. Potency, µM (top dose mostly 154 µM), without a hit: at the top dose activation, most hits filed as activators. hit rate 0.073% among 360,000. AID 720707; note: potency is the fitted concentration of half-maximal effect; nearly all actives have a fitted effect of over 60% in size
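Nucleotide exchange assay: 100 nM EPAC1 with 250 nM Rap1B loaded with BODIPY-GDP and 50 uM GDP, room temperature. Fluorescence (480/540 nm) read every 5 min for 30 min; signal change normalized to 6.5 mM cAMP as full agonist.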
Active calls of the source: *; u = inconclusive; x = not tested or not shown; [ ] = another dose, or the depositor's remark. Unless noted, calls come from the whole dose curve; as a rule, active = well fitted curve in the direction sought with a large enough effect; inconclusive = small, poorly fitted or top-dose-only effect, or another doubt; inactive = no such curve, though single readings can be large; an effect the other way counts as inactive or inconclusive.

SMILES	WRN inhibitor	EPAC1 antag	Abeta rescue	PI5P4K alpha inh	PLK1 PBD block	FUS suppressor	IL2 activator	EPAC1 ag
COc1cccc(CNC(=O)COC(=O)C2CC3CCCC(C2)C3=O)c1 (stereo unspecified)	-4.2%	-2.6%	-4.3%	-1.5	-6.2%	-3.2%	-0.1	11.1%
Cc1occc1-c1nnc(SCC(=O)c2ccc(F)cc2)o1	-9.2%	-5.8%	10.2%	x	-1.7%	37.7%	1.3	-7.6%
O=C(NN(c1ccccc1)c1ccccc1)c1ccc([N+](=O)[O-])o1	3.9%	-11.8%	7.4%	-4.5	-11.4%	9.5%	0.2	-4.1%
CCCC(=O)Nc1ccc(C(=O)COC(=O)C2=COCCO2)cc1	-1.7%	-6.4%	11.0%	7.5	-1.4%	14.7%	1.9	-1.1%
CC1CC(C)CN(S(=O)(=O)CC23CCC(CC2=O)C3(C)C)C1 (stereo unspecified)	18.1%	25.8%	-9.8%	1.4	-2.8%	24.8%	-0.4	-2.4%
CCC(C(=O)NCCC1=CCCCC1)c1ccccc1 (stereo unspecified)	3.8%	-26.6%	16.7%	2.7	-3.1%	-7.3%	-2.5	0.4%
Cc1cccc(NC(=O)CC2SC(=NC3CCCCC3)NC2=O)c1 (stereo unspecified)	-16.4%	0.0%	21.3%	6.2	-7.5%	23.0%	-0.1	0.7%
O=C(/C=C/c1ccccc1)N/C(=C/c1ccccc1)C(=O)Nc1ccccc1O	-11.3%	-0.4%	-9.4%	x	-7.9%	u	0.7	26.5%
N=C1c2ccccc2CN1NC(=O)c1cccc(S(=O)(=O)N2CCOCC2)c1	7.3%	2.7%	7.9%	-5.0	2.1%	-17.4%	1.2	0.1%
C#CCC(NC(=O)c1ccc(C#N)cc1)C(=O)NCCC (stereo unspecified)	-0.5%	-3.2%	4.3%	-1.4	-1.7%	-7.3%	1.7	1.3%
COc1cccc(NC(=O)Nc2ccc(CC(=O)O)cc2)c1	3.1%	-0.5%	5.7%	-2.2	-4.6%	18.6%	-0.3	-1.3%
CCCc1ccc(OCC(O)CN2CCN(C(=O)OCC)CC2)cc1 (stereo unspecified)	-2.1%	-1.2%	-12.8%	-2.0	-3.1%	-29.9%	-3.3	8.3%
O=S(=O)(NCC[C@@H]1CC[C@H](NS(=O)(=O)c2cccc(F)c2)[C@@H](CO)O1)c1cccc(F)c1	-7.9%	-18.9%	4.9%	0.8	-27.0%	6.1%	-0.1	-6.0%
COc1ccc(CNC(=O)C2CC(c3cc(C(F)(F)F)cc(C(F)(F)F)c3)=NO2)cc1 (stereo unspecified)	-3.5%	-3.7%	8.0%	0.2	4.4%	-5.7%	0.6	-3.3%
CN(Cc1cnccn1)C(=O)c1cc(COc2cccc(C(F)(F)F)c2)on1	4.0%	-10.9%	1.1%	-1.3	-11.5%	6.9%	-0.4	-6.3%
Cc1cc(C)n(C(=O)c2cc3ccccc3c(=O)o2)n1	9.9%	12.6%	-1.1%	-4.7	-4.6%	7.3%	-0.4	-5.9%
COc1ccc(NC(=O)N2CCN(S(C)(=O)=O)CC2)cc1	1.0%	9.2%	-19.4%	-14.9	26.7µM*	-3.1%	1.2	0.4%
CCCn1c(SCC(=O)Nc2nnc(C(C)C)s2)nc2c1c(=O)n(C)c(=O)n2C	2.8%	-2.0%	7.6%	x	-2.7%	4.9%	-2.2	-2.1%
CCCc1cc(=O)oc2c3c(cc(OCC(=O)NCCCn4ccnc4)c12)OC(C)(C)CC3	-1.5%	-1.6%	-10.6%	5.7	-7.7%	2.6%	0.0	-13.6%
CCCS(=O)(=O)N1CCN(S(=O)(=O)c2ccc(F)cc2)CC1	-1.5%	-19.1%	9.7%	-0.4	0.5%	-0.9%	-0.9	7.0%
Cc1cc(C)nc(NS(=O)(=O)c2ccc(N)cc2)n1	2.1%	5.1%	-6.6%	-2.2	-6.8%	-3.2%	-0.2	10.4%
COc1ccc(C(=O)NCCCNC(=O)c2ccco2)cc1OC	-5.2%	-8.9%	-7.8%	-0.5	0.0%	24.6%	0.0	-0.4%
CC(Sc1nc(N)c(NC(=O)c2ccc(Br)o2)c(=O)[nH]1)C(=O)O (stereo unspecified)	-12.0%	2.4%	-6.6%	4.9	-1.3%	-5.2%	-0.6	11.9%
CCCOc1ccc(NCC(=O)Nc2ccc(C)cc2C)cc1	5.7%	-14.9%	20.5%	3.0	-13.4%	u	-1.4	0.0%
COc1ccc(N2C(=O)c3cccc4c(N(C)CCO)ccc(c34)C2=O)cc1	-10.7%	30.3%[activator]	-6.3%	7.3	-17.9%	-10.3%	26.1	-55.4%[inhibitor]
S=C(NN=C(C1CC1)C1CC1)Nc1ccccc1	-4.8%	3.7%	24.2%	-13.3	u	6.9%	-0.6	2.2%
COC(=O)c1ccccc1NC(=O)C1CC(=O)N(c2ccc(C)cc2)C1 (stereo unspecified)	0.8%	-7.5%	5.9%	-1.2	0.5%	3.6%	-0.5	3.4%
CN1CCC[C@@H]1CCNC(=O)c1c(-c2ccc3c(c2)OCO3)noc1-c1ccsc1	-8.2%	-0.4%	-6.4%	-3.0	-9.2%	-3.5%	1.1	6.3%
CCOC(=O)c1sc(NC(=O)c2c(C)nn(Cc3ccccc3)c2C)cc1C	-11.5%	2.6%	56.1%	-1.6	2.5%	33.0%	-2.4	12.3%
COc1cccc(=O)c2c(C)n(-c3cc(C)cc(C)c3)c(C)c12	0.9%	11.3%	-6.9%	-14.7	-12.1%	u	-1.9	20.6%
CCC(=O)c1ccc(OCC(O)CN(C)C2CCCCC2)cc1 (stereo unspecified)	4.9%	9.6%	11.5%	10.7	-9.9%	-8.8%	0.1	-2.0%
CCS(=O)(=O)c1nc(S(=O)(=O)c2ccc(C)cc2)c(N2CCC(O)CC2)s1	3.0%	-0.6%	-4.2%	-1.3	-21.6%	6.4%	0.6	14.5%
COC(=O)c1ccc2nc(-c3ccc(C)cc3)c(CC3CCCCC3)n2c1	-8.4%	-10.2%	-4.4%	5.7	-4.3%	32.9%	0.0	3.9%
COc1cc(C2=NOC(C(=O)N3CCOCC3)C2)cc(OC)c1OC (stereo unspecified)	2.3%	0.0%	-6.6%	x	-6.5%	15.3%	4.7	0.6%
CC(=O)CCC(=O)OCC(=O)Nc1ccc(SC(F)F)cc1	-4.9%	-20.1%	-11.8%	10.6	u	11.8%	-0.7	2.4%
Cc1ccc(N(CC(=O)NC(C)(C)C)C(=O)CCC(=O)Nc2ccccn2)c(C)c1	1.4%	13.1%	4.7%	-0.8	-5.3%	20.1%	0.5	-5.5%
COc1ccc(N(Cc2cc3ccc(C)cc3[nH]c2=O)C(=O)c2ccco2)cc1	3.9%	0.7%	7.9%	-12.6	-7.4%	-8.8%	-0.2	-14.7%
COc1ccc(CNCCC(c2ccc(OC)cc2)c2ccccc2OC)cc1 (stereo unspecified)	11.7%	5.2%	7.0%	0.2	-4.6%	13.9%	-0.4	4.6%
CCCC(C)C(=O)Nc1nc(C)c(-c2csc(Nc3cc(Cl)ccc3C)n2)s1 (stereo unspecified)	-30.3%	-12.0%	-12.1%	-4.5	-24.7%	41.4%	-1.1	-21.6%
CCOC(=O)C1CCN(Cc2ccc(Cl)c(Cl)c2)CC1	-11.8%	4.8%	18.2%	x	-1.2%	24.1%	-3.1	-4.8%
COc1ccc2oc(=O)c(C(=O)NC(C)c3ccccc3)cc2c1 (stereo unspecified)	-6.1%	1.1%	-12.1%	-9.5	-18.2%	11.6%	-2.8	4.1%
Cc1ccc([C@H]2C[C@@H](O)[C@H](n3cc(-c4ccc(F)cc4)nn3)CN2C(=O)c2cccs2)cc1	-9.2%	-17.1%	7.3%	0.2	-4.8%	-22.7%	-0.7	-1.9%
Cc1ccc2nc(-c3ccncc3)cc(C(=O)Nc3ccc(OC(F)F)cc3)c2c1	44.7µM*	u	13.9%	u	-8.2%	34.0%	-5.3	-3.7%
Cc1ccc(N2C(=O)CC(Sc3ncccn3)C2=O)cc1C (stereo unspecified)	2.8%	8.0%	-9.7%	1.2	-9.3%	-12.0%	-1.0	-6.6%
O=C(NCc1ccccc1)c1ccc(F)c(F)c1	-6.7%	1.0%	-1.5%	7.8	-4.3%	-13.2%	0.8	2.6%

Complete entries from above. Screens in order: WRN inhibitor, EPAC1 antag, Abeta rescue, PI5P4K alpha inh, PLK1 PBD block, FUS suppressor, IL2 activator, EPAC1 ag
COc1ccc(CNCCC(c2ccc(OC)cc2)c2ccccc2OC)cc1 (stereo unspecified) is listed as 11.7%, 5.2%, 7.0%, 0.2, -4.6%, 13.9%, -0.4, 4.6%
Cc1ccc([C@H]2C[C@@H](O)[C@H](n3cc(-c4ccc(F)cc4)nn3)CN2C(=O)c2cccs2)cc1 is listed as -9.2%, -17.1%, 7.3%, 0.2, -4.8%, -22.7%, -0.7, -1.9%
CCC(=O)c1ccc(OCC(O)CN(C)C2CCCCC2)cc1 (stereo unspecified) is listed as 4.9%, 9.6%, 11.5%, 10.7, -9.9%, -8.8%, 0.1, -2.0%
Cc1ccc(N2C(=O)CC(Sc3ncccn3)C2=O)cc1C (stereo unspecified) is listed as 2.8%, 8.0%, -9.7%, 1.2, -9.3%, -12.0%, -1.0, -6.6%

(continued)
SMILES	WRN inhibitor	EPAC1 antag	Abeta rescue	PI5P4K alpha inh	PLK1 PBD block	FUS suppressor	IL2 activator	EPAC1 ag
O=C(CNC(=O)c1ccco1)NNC(=O)c1n[nH]c(=O)c2ccccc12	7.7%	-11.7%	11.3%	-1.5	1.3%	5.1%	0.3	7.0%
CCC1Oc2ccc(C)cc2N(CC(=O)NCc2cccs2)C1=O (stereo unspecified)	7.8%	-1.7%	1.7%	-0.2	-0.7%	5.0%	-2.8	1.7%
COCc1nc2ccccc2n1CCc1ccccc1	4.0%	u	-13.3%	4.8	-11.5%	0.1%	0.7	2.0%
CC(C)Oc1ccc(C2CC(=O)N(c3cccc(/C=C/C(=O)O)c3)C2=O)cc1 (stereo unspecified)	2.4%	16.2%	-6.3%	2.0	-8.7%	8.0%	0.1	2.1%
Cc1cc[n+](CC(=O)c2cccc([N+](=O)[O-])c2)c2ccccc12	-5.9%	10.6%	3.9%	-3.9	-3.0%	5.0%	0.8	10.8%
CCn1c(CC(C)C)n[nH]c1=S	6.8%	-10.4%	-6.4%	7.8	-17.7%	-32.9%	-0.9	-0.5%
Cc1cc(C)c(/C=N/NC(=O)c2nnn(-c3nonc3N)c2COc2ccc(F)cc2)c(C)c1	u	-17.4%	7.4%	10.4	-5.7%	-2.9%	0.7	9.8%
Cc1ccnc(NS(=O)(=O)c2ccc(NC(=O)c3ccc([N+](=O)[O-])s3)cc2)n1	-9.3%	11.2%	-0.6%	-15.1	u	10.0%	4.4	-6.6%
Cc1ccccc1N1CCN(Cc2c(C#N)c3ccccc3n2C)CC1	-18.9%	-2.0%	u	x	-6.0%	16.3%	-2.8	6.7%
